Screens (PubChem BioAssay)
NCOA3 inh: human NCOA3 inhibition; Q9Y6Q9; HEK293 GAL4-SRC3 luciferase reporter, luminescence; inhibition, % at 3.6 µM; 360,000 compounds, 0.17% hits; AID 588352;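 active = inhibition above a per-campaign cutoff, the mean of all compounds plus 3 SD, cut at about 60% in these data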;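 also: 0% = DMSO-treated cells and 100% = gossypol-treated cells at 36 µM; higher means less SRC3-driven luciferase light from the GAL4 reporter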
NOD2-RIPK2 inh: inhibitors of human NOD2-RIPK2 interaction | O43353 | CHO BLA complementation NOD2-RIPK2, CCF4 ratio | inhibition, % at 4.98 µM | 360,000 compounds, 0.38% hits | AID 624267; in the data active = inhibition above about 21%;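 also: 0% = vehicle only and 100% = reference blocker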
TLR9-MyD88 block: TLR9-MyD88 interaction inhibition. CHO BLA complementation TLR9-MyD88, CCF4 FRET ratio. AID 504734. Q9NR96+Q99836. inhibition, % at 4.98 µM. 340,000 compounds, 0.21% hits;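 active = inhibition above the mean over all tested compounds plus 3 SD, cut at about 21% in these data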;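 also: 0% = DMSO only wells and 100% = clavulanate BLA inhibitor control wells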
TWEAK Fn14 block: inhibitors of TWEAK-Fn14 interaction signaling. TWEAK-stimulated Fn14 reporter cells, luciferase luminescence, 8 h. inhibition, % at 10 µM. 360,000 compounds, 2% hits; in the data active = inhibition above about 50%
EBV LMP1 NFkB: inhibitors of Epstein-Barr LMP1-induced NF-kappaB reporter; AID 504558; LMP1-induced NF-kappaB luciferase reporter cells, luminescence; 350,000 compounds, 0.69% hits; inhibition, % at 12.5 µM; in the data active = inhibition above about 41%;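 also: 0% = neutral control wells and 100% = reference inhibitor control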
C8 TRAIL sens: caspase-8 TRAIL sensitization; NB7+C8 cells + TRAIL, ATPlite viability luminescence; inhibition (viability loss, TRAIL sensitization), % at 10 µM; AID 624354; 360,000 compounds, 1% hits;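 active = compounds causing at least 50% loss of cell viability in the single-dose screen, relative to plate controls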
TROY signal inh: TROY signaling inhibition. Q293 LMP1-TROYcd NF-kB luciferase reporter, 4 h. inhibition, % at 10 µM. 360,000 compounds, 0.98% hits. AID 1347056;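 active = compounds whose plate-normalised and pattern-corrected inhibition of the luciferase reporter signal at the single screening dose is 50% or more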
NR2F2 inh: NR2F2 (human) inhibition, primary screen | AID 686940 | 370,000 compounds, 0.7% hits | HEK293T NGFI-A luciferase reporter, luminescence | inhibition, % at 8.6 µM | P24468;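 active = inhibition above a per-plate cutoff, mean inhibition of test wells between control levels plus 3 SD, cut at about 38% in these data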;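 also: cells cotransfected with COUP-TFII expression vector driving the NGFI-A reporter; 0% = median of COUP-TF2 test wells and 100% = reporter-only cells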
SRC1 inh: inhibits human SRC1 coactivator. Q15788. HEK293 GAL4-SRC1 luciferase reporter, luminescence. inhibition, % at 3.6 µM. 360,000 compounds, 0.12% hits. AID 588354;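 active = inhibition above the campaign mean plus 3 SD, with each screening campaign given its own cutoff, cut at about 60% in these data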;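 also: 0% = DMSO treated cells and 100% = gossypol at 36 µM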
NCOA2 inhibitor: inhibits human steroid receptor coactivator 2 | inhibition, % at 9 µM | Q15596 | 370,000 compounds, 0.17% hits | HEK293 GAL4-SRC2 luciferase reporter, luminescence;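 active = inhibition above the mean inhibition of all tested compounds plus 3 SD, set per campaign, cut at about 52% in these data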;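 also: 0% = DMSO treated cells and 100% = cells given Gossypol at 36 µM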
Target sequence (Q15596 whole entry, looked up, the tested form may be a part): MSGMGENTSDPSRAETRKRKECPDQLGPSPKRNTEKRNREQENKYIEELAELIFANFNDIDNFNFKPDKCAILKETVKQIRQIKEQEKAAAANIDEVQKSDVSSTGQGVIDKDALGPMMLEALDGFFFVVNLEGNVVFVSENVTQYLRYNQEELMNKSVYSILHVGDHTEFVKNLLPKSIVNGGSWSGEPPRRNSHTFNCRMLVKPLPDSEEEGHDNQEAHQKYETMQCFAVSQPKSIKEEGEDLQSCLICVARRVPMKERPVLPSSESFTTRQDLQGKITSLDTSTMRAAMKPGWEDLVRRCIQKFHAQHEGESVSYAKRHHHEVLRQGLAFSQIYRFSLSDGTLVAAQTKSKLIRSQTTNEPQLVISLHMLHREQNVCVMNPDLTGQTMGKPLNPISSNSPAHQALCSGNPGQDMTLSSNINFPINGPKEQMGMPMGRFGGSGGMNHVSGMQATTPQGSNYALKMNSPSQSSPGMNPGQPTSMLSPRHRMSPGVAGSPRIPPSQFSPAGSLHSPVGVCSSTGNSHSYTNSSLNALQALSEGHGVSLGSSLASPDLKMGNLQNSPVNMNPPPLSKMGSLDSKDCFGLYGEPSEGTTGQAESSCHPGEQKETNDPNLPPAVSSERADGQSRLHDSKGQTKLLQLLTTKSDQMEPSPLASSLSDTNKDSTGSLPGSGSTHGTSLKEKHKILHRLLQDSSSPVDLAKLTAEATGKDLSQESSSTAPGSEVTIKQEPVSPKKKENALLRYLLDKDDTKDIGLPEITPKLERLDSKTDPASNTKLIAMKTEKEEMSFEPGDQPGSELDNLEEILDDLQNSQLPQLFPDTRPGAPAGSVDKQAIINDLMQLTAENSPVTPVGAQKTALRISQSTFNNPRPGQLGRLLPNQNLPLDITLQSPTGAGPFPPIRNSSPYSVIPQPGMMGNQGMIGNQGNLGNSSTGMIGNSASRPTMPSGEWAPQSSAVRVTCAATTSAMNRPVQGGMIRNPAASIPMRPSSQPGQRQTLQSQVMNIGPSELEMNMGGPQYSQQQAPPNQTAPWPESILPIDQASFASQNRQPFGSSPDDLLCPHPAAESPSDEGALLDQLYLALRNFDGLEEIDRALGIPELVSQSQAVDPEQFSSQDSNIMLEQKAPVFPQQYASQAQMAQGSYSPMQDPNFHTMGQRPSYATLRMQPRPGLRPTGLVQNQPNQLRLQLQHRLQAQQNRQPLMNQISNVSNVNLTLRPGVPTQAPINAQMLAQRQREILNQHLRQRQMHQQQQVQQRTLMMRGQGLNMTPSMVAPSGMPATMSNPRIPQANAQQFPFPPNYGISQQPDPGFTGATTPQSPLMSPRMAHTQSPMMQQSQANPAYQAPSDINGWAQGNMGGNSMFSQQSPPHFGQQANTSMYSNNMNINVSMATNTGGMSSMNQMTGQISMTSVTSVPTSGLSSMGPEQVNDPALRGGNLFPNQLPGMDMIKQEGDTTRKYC
LRH-1 inv ag: suppresses constitutive activity of human LRH-1; O00482; inhibition, % at 3.6 µM; HEK293T StAR-luciferase reporter, LRH-1 transfected, 24 h; 360,000 compounds, 0.13% hits;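 active = inhibition above the mean inhibition of all tested compounds plus 3 SD, cut at about 73% in these data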;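 also: 0% = DMSO wells and 100% = reporter-only cells lacking LRH-1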
The depositor's hits bear a star; / = not tested or not shown. This is a subset. The share of hits here may be higher or lower than overall.

SMILES	NCOA3 inh	NOD2-RIPK2 inh	TLR9-MyD88 block	TWEAK Fn14 block	EBV LMP1 NFkB	C8 TRAIL sens	TROY signal inh	NR2F2 inh	SRC1 inh	NCOA2 inhibitor	LRH-1 inv ag
CCOC(=O)C1=C(C)NC(SCC(=O)O)=C(C#N)C1c1ccco1 (centres undefined)	5.0	-2.4	-0.8	-2.2	6.5	2.3	7.6	6.0	4.2	-16.6	2.5
CCc1ccc(NC(=O)CSc2nnnn2C)cc1	-57.1	0.0	2.6	3.1	-10.4	5.3	-43.8	-58.0	-58.4	-34.1	-61.6
Cc1cc(C)n(-c2ncc3c(n2)N(C)CCOC3=O)n1	5.3	-6.5	1.5	-15.2	-7.2	4.0	-6.6	-3.3	7.9	12.0	-6.6
COc1ccccc1NC(=O)CC(NC1CCCCC1)C(=O)O (centres undefined)	4.2	-8.8	6.0	6.7	-3.1	-7.4	1.5	-0.4	9.5	3.2	-3.8
COc1ccc(C(CNC(=O)C(=O)NC2CCCCC2)N2CCN(C)CC2)cc1 (centres undefined)	20.4	-4.2	-13.7	8.9	-3.5	8.8	-7.3	-1.7	-5.4	5.5	-24.2
C=CCn1c(C(CC)CC)nc2ccccc21	1.9	-8.5	/	-5.2	/	8.2	-11.7	-12.0	-23.6	0.3	10.6
COC(Cc1n[nH]c(=S)n1-c1ccccc1)OC	10.1	-3.9	-1.3	-3.7	-8.6	-16.5	0.8	7.5	-2.5	-23.7	9.7
Cc1cccc(OCC(=O)N(Cc2ccco2)C2CCS(=O)(=O)C2)c1 (centres undefined)	-16.7	4.3	3.0	5.0	3.4	4.1	3.1	-12.0	2.7	-8.2	-41.9
COc1ccc(/C(O)=C2/C(=O)C(=O)N(CCN(C)C)C2c2cccnc2)cc1OC (centres undefined)	6.3	3.5	10.8	19.2	-11.4	-2.8	8.3	16.8	17.7	-16.6	17.6
CC(=O)Nc1ccc(SCC(=O)Nc2oc(C)c3c(C)n[nH]c(=O)c23)cc1	-3.3	-4.4	5.2	-6.9	5.9	-11.3	-7.3	3.6	-45.9	1.4	12.0
CCn1cc(CN2N=C(C)CC2c2ccccc2)c(C)n1 (centres undefined)	-4.0	-10.3	-4.8	-18.1	2.4	-2.7	-3.5	-16.4	-25.1	-13.0	-25.4
CC1(C)CC(=O)C2=C(C1)N1CCCCC1CC2=O (centres undefined)	1.5	1.1	6.5	6.2	-7.3	-6.7	6.0	-14.3	-7.8	-2.8	0.7

A stretch taken from the entries so far, as a working copy:
SMILES	NCOA3 inh	NOD2-RIPK2 inh	TLR9-MyD88 block	TWEAK Fn14 block	EBV LMP1 NFkB	C8 TRAIL sens	TROY signal inh	NR2F2 inh	SRC1 inh	NCOA2 inhibitor	LRH-1 inv ag
Cc1cccc(OCC(=O)N(Cc2ccco2)C2CCS(=O)(=O)C2)c1 (centres undefined)	-16.7	4.3	3.0	5.0	3.4	4.1	3.1	-12.0	2.7	-8.2	-41.9
COc1ccc(/C(O)=C2/C(=O)C(=O)N(CCN(C)C)C2c2cccnc2)cc1OC (centres undefined)	6.3	3.5	10.8	19.2	-11.4	-2.8	8.3	16.8	17.7	-16.6	17.6
CC(=O)Nc1ccc(SCC(=O)Nc2oc(C)c3c(C)n[nH]c(=O)c23)cc1	-3.3	-4.4	5.2	-6.9	5.9	-11.3	-7.3	3.6	-45.9	1.4	12.0
CCn1cc(CN2N=C(C)CC2c2ccccc2)c(C)n1 (centres undefined)	-4.0	-10.3	-4.8	-18.1	2.4	-2.7	-3.5	-16.4	-25.1	-13.0	-25.4
CC1(C)CC(=O)C2=C(C1)N1CCCCC1CC2=O (centres undefined)	1.5	1.1	6.5	6.2	-7.3	-6.7	6.0	-14.3	-7.8	-2.8	0.7

Next part:
SMILES	NCOA3 inh	NOD2-RIPK2 inh	TLR9-MyD88 block	TWEAK Fn14 block	EBV LMP1 NFkB	C8 TRAIL sens	TROY signal inh	NR2F2 inh	SRC1 inh	NCOA2 inhibitor	LRH-1 inv ag
Cn1cc(CN2CCC(n3nccc3NC(=O)c3ccc4c(c3)OCO4)CC2)cn1	-22.7	-5.1	-0.5	-6.7	0.9	-2.4	-17.9	3.8	0.0	-10.9	4.8
O=C(NCCCCCCNC(=O)OCc1ccccc1)OCc1ccccc1	0.6	-12.0	0.7	4.0	-2.2	4.2	-7.5	-3.7	7.5	-14.8	14.6
CCN(C(=O)c1cccs1)C1CCS(=O)(=O)C1 (centres undefined)	10.4	-6.5	-8.0	2.6	2.5	9.4	-4.5	8.9	-2.3	-53.3	-1.8
CCOC(=O)CSc1nc(C2CC2)cc(-c2ccc(F)cc2)c1C#N	2.9	-5.9	-1.4	13.4	-2.0	-2.8	-6.0	-11.6	-2.4	-8.9	4.5
O=C1c2ccccc2CN1c1ccccc1	-81.4	7.8	-3.9	-25.4	-15.8	15.1	-53.6	-50.6	-78.7	-53.2	-72.3
CCOC(=O)C1(Cc2ccc(O)cc2)NC(c2ccccc2F)C2C(=O)N(C)C(=O)C21 (centres undefined)	3.2	-3.3	1.7	12.3	-1.3	-19.3	7.2	10.3	2.5	4.4	-6.0
Cn1cc(Cl)c(C(=O)Nc2cnn(Cc3ccc(F)cc3)c2)n1	5.5	-9.4	-3.1	-17.7	-6.3	3.8	-19.4	18.1	-1.7	-16.4	19.4
CCN1CCN(CC(O)COc2ccc(Cl)cc2)CC1 (centres undefined)	15.9	-2.0	-9.2	3.6	-4.1	-3.0	12.4	-2.1	7.7	-1.9	20.3
CC(=O)Nc1ccc(Nc2ccc(S(=O)(=O)C(F)(F)F)cc2[N+](=O)[O-])cc1	1.9	3.2	7.8	-6.3	7.9	4.0	1.1	11.7	-18.7	3.5	10.3
COc1ccc(C2=NO[C@@H]3C(=O)N(Cc4ccccc4)C(=O)[C@H]23)c(OC)c1	14.7	-3.6	/	13.2	/	-11.0	-7.6	-0.5	-5.8	-8.2	15.2
c1ccc(CN2CCN(c3nc4ccccc4c4ccccc34)CC2)cc1	7.7	-21.3	-11.6	1.0	1.2	-15.4	8.7	-5.8	-17.2	-29.1	3.0

3 compounds from above, sorted by the value under NCOA2 inhibitor, falling.
Compound | NCOA3 inh | NOD2-RIPK2 inh | TLR9-MyD88 block | TWEAK Fn14 block | EBV LMP1 NFkB | NR2F2 inh | SRC1 inh | NCOA2 inhibitor | LRH-1 inv ag
CCOC(=O)C1(Cc2ccc(O)cc2)NC(c2ccccc2F)C2C(=O)N(C)C(=O)C21 (centres undefined) | 3.2 | -3.3 | 1.7 | 12.3 | -1.3 | 10.3 | 2.5 | 4.4 | -6.0
CC(=O)Nc1ccc(SCC(=O)Nc2oc(C)c3c(C)n[nH]c(=O)c23)cc1 | -3.3 | -4.4 | 5.2 | -6.9 | 5.9 | 3.6 | -45.9 | 1.4 | 12.0
Cn1cc(Cl)c(C(=O)Nc2cnn(Cc3ccc(F)cc3)c2)n1 | 5.5 | -9.4 | -3.1 | -17.7 | -6.3 | 18.1 | -1.7 | -16.4 | 19.4
